pAkt inh – blocks phosphorylation of Akt | Neuro2A IGF-stimulated pAkt S473 HTRF, 20 min; active compounds read low | activity change, % for hits at 50 µM | 360,000 tested, 0.32% active | AID 651550; in the data active means activity change below about -80%; inconclusive means mostly about -51% to -80%; further: on the % scale 0 is the no-effect control and ±100 the full control effect
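Single-point screen (50 µM final compound) in Neuro2A cells stimulated 20 min with 6 nM IGF at 37 deg C. After lysis, Ser473-phosphorylated Akt read by HTRF (ex 330 nm, em 615/665 nm) as the 665/615 ratio.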
ATXN viability – viability counter-screen for ATXN expression inhibitors. S2 cells (HEK-293 line with an ATXN2-luciferase reporter) viability, CellTiter-Fluor protease fluorescence, 24 h. Potency, µM (top dose mostly 56.7 µM), usual class: cytotoxic. 400,000 tested, 0.49% active. AID 651635; further: potency means the concentration at half of the fitted maximal effect; nearly all actives have a fitted effect of over 40% in size
HepG2 tox – counter-screen for TGF-b inhibitors: cytotoxicity in HepG2 cells. HepG2 CAGA-GFP viability, ATP luminescence, 18 h. 410,000 tested, 0.76% active. AID 588856. Potency, µM (highest dose often 46.1 µM), for inactives: at the top dose activity change, negative = cytotoxicity, most hits filed as cytotoxic; further: potency means the concentration at half of the fitted maximal effect; some results filed as inactive show a strong effect at the top dose
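CellTiter-Glo luminescence gave cytotoxicity after 18 hours at 37 degrees C. The cells were HepG2 CAGA-GFP in 1% FBS DMEM, stimulated with 500 pg/mL TGF-beta after compound addition. %Activity was normalised to no-cell wells (complete cell-killing) and DMSO (no toxicity), and curves were fitted and classified.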
TGFb SMAD3 inh – inhibitors of TGF-b signaling. HepG2 CAGA-GFP TGF-b/SMAD3 reporter, GFP fluorescence, 18 h; TGF-beta stimulated, 500 pg/mL final. Potency, µM (titrated, usually from 46.1 µM), inactives show at the highest dose activity, negative = inhibition, hits mostly inhibitors. 410,000 tested, 1.2% active. AID 588855; further: potency means the concentration at half of the fitted maximal effect; on the % scale 0 is the no-effect control and ±100 the full control effect; nearly all actives have a fitted effect of over 65% in size
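Cell-based qHTS in HEPG2 carrying a CAGA-GFP Smad reporter; compounds added before 500 pg/mL final TGF-beta, 18 h incubation at 37 degrees C, GFP fluorescence quantified per cell by imaging cytometry.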
Nrf2 activator – activates Nrf2 signaling | AREc32 ARE-luciferase reporter (MCF7-derived line), luminescence, 24 h | Potency, µM (highest dose often 46.1 µM), for the others: at the top dose activation, hits mostly activators | 410,000 tested, 0.31% active | AID 624171; further: potency means the concentration at half of the fitted maximal effect; % of control where 0% means no effect; nearly all actives have a fitted effect of over 65% in size
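Quantitative high-throughput format: AREc32 reporter cells, 1000 per well, received compound by pin transfer and were incubated 24 hr at 37 deg C, 5% CO2, before Steady-Glo luminescence detection.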
CCT chaperon mod – modulators of cytosolic chaperonin (CCT/TRiC) activity. purified chaperonin ATPase assay, HTRF ADP detection, 30 min. AID 651819. 360,000 tested, 0.3% active. activity change, % (concentration not given with the values), hits read low; in the data active means activity change below about -30%; further: on the % scale 0 is the no-effect control and ±100 the full control effect
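We incubate TRiC, 40 or 20 nM final, with library compounds at 76 uM and 10 uM ATP for 30 min at 37 °C. ADP formed is detected with Transcreener HTRF reagents after 30 min at room temperature.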
Nrf2 block – blocks Nrf2 signaling; A549 ARE-Fluc reporter, luciferase luminescence, 18-24 h; Potency, µM (highest dose often 46 µM), without a hit: at the highest dose activity change, negative = inhibition, usual class: inhibitors; 360,000 tested, 2.1% active; further: potency means the concentration at half of the fitted maximal effect; on the % scale 0 is the no-effect control and ±100 the full control effect; nearly all actives have a fitted effect of over 60% in size
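Nrf2 function is reported as luminescence of an ARE-controlled luciferase in A549 cells. Compounds were tested at several concentrations, and a CellTiter-Fluor read on the same wells flagged cytotoxicity.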
A549 viability – counter-screen for Nrf2 inhibitors: cytotoxicity in A549 cells; 390,000 tested, 0.16% active; Potency, µM (series often up to 46 µM), for the others: at the top dose activity change, negative = cytotoxicity, usual class: inhibitors; A549 ARE-Fluc cells, CellTiter-Fluor viability, 18-24 h; further: potency means the concentration at half of the fitted maximal effect; on the % scale 0 is the no-effect control and ±100 the full control effect
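A549 ARE_Fluc cells in 5% FBS OPTI-MEM were exposed to compounds in concentration-response for 18-24 h at 37 deg C. Viability was read by CellTiter-Fluor fluorescence (Ex 405/Em 525) after 30 min, before the luciferase read.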
MmCpn inh – inhibitors of Methanococcus maripaludis chaperonin (MmCpn); purified Mm-Cpn ATPase, ADP Transcreener TR-FRET; 330,000 tested, 0.031% active; Potency, µM (top dose mostly 76.9 µM), for inactives: at the top dose activity, negative = inhibition, most hits filed as inhibitors; further: potency means the concentration at half of the fitted maximal effect; on the % scale 0 is the no-effect control and ±100 the full control effect; nearly all actives have a fitted effect of over 80% in size
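Inhibition of chaperonin ATP hydrolysis is measured as reduced ADP production, detected by competitive TR-FRET in which signal falls with ADP. Final enzyme 25 nM and ATP 10 uM, reacted 30 min at 37°C.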
The depositor's hits bear a star; i = inactive; ? = inconclusive; . = not tested or not shown; & = joins results of further samples; [ ] = another dose, or the depositor's remark. Unless noted, the call rests on the fitted dose curve; in most records, active means well fitted curve in the direction sought with a large enough effect; inconclusive means small, poorly fitted or top-dose-only effect, or another doubt; inactive means no such curve, though single readings can be large; an effect the other way counts as inactive or inconclusive. No enrichment for hits; any-hit rate near 4.4%.

The line under a structure holds: pAkt inh, ATXN viability, HepG2 tox, TGFb SMAD3 inh, Nrf2 activator, CCT chaperon mod, Nrf2 block, A549 viability, MmCpn inh
- Cc1ccc2c(C)c(C(=O)Nc3c(C)n(C)n(-c4ccccc4)c3=O)oc2c1
  i, i, 4%, -6%, 1.8%, -0.9, 1%, -13%, 1%
- NN1C(=O)c2cccc3c(C(=O)O)ccc(c23)C1=O
  i, i, 13%, -4%, 1.5%, -11, 6%, 6%, 1%
- CC(=O)N1CCc2cc(S(=O)(=O)NC(Cc3ccccc3)C(=O)Nc3cc(C)ccn3)ccc21 (configuration not stated)
  i, i, 3%, -1%, 0.1%, -2.6, ?, -2%, 0%
- CC(OC(=O)CCN=C1NS(=O)(=O)c2ccccc21)C(=O)Nc1ccc(S(N)(=O)=O)cc1 (configuration not stated)
  i, i, 1%, -1%, -0.1%, -3.5, 2%, 3%, 0%
- CCn1cc(C(=O)O)c(=O)c2cc(F)c(N3CCN(C(=S)NC(=O)c4ccc(Br)cc4)CC3)cc21
  i, i, -22%, -2%, -0.6%, -4.9, ?, -16%, 1%
- CCO/N=C/C1=C(O)C(C(=O)OC)C(C)(C)CC1=O (configuration not stated)
  i, i, 11%, -1%, 0.0%, -4.1, 12%, -8%, 1%
- Cc1ccc(N2CC(NC(=O)c3cccs3)CC2=O)cc1C (configuration not stated)
  ., ., -5%, 0%, 3.2%, ., ., -1%, .
- Cc1cc(F)ccc1C(O)c1ncc(-c2cccc(OCc3ccccc3)c2)[nH]1 (configuration not stated)
  i, ?, -63%, ?, -0.8%[9.22 µM], 0.1, ., ., .
- COc1ccc(CCNC(=O)C(=O)NCC2CCNCC2)cc1OC
  i, i, -18%, -24%, -1.1%, 0.4, 4%, 0%, -1%
- Cc1ccc(CN2CCS(=O)(=O)CC2)o1
  i, i, 0%, 26%, -0.5%, 1.1, 14%, 3%, ?
- CC(Oc1ccc2c(-c3ccccc3)cc(=O)oc2c1)C(=O)N1CCOCC1 (configuration not stated)
  i, i, -12%, -1%, 2.3%, 0.1, -7%, -6%, 0%
- COc1cc2c(cc1OC)n(Cc1cccc(C(F)(F)F)c1)c(=O)n1nc(-c3ccccc3)nc21
  ., i, -11%, -9%, -0.6%, ., 11%, 10%, .
- O=S(=O)(c1ccc(Br)cc1)N1CCN(Cc2ccco2)CC1
  i, i, -84%, 19%, 3.0%, 0.6, -7%, 13%, 2%
- Cc1cccc(CN2CCN(Cc3nc4c(s3)CCCC4)CC2CCO)n1 (configuration not stated)
  i, i, -27%, ?, 4.3%, 0.2, 19%, 19%, -2%
- FC(c1nc2ccccc2[nH]1)C(F)(F)F (configuration not stated)
  i, i, -22%, -8%, -0.3%, -1.7, 3%, 0%, -1%
- Cc1ccc(-n2nc(CO)c(C(=O)NCCc3ccccc3)n2)cc1C
  ., ., -11%, -17%, -0.5%, ., 7%, 4%, .
- CN(C)c1ccc(C2N(C(=O)N3CCOCC3)CCN2S(=O)(=O)c2ccccc2)cc1 (configuration not stated)
  i, i, -4%, 9%, 0.2%, -3.4, 24%, -3%, 2%
- O=C(O)c1ccccc1Sc1c([N+](=O)[O-])cc(C(F)(F)F)cc1[N+](=O)[O-]
  i, i, -34%, 6%, ?, -1.0, 5%, -5%, 3%
- COC(=O)c1ccccc1NC(=O)CCCn1c(=O)c2cccn2c2cccnc21
  ., ., 3%, -18%, 7.2%, ., 0%, 19%, .
- CCNC(=O)C(=O)Nc1ccc2c(c1)N(S(=O)(=O)c1cccs1)CCC2
  i, i, -5%, -4%, 0.1%, -0.4, 5%, 0%, -1%
- CCCc1ccc2oc(C(=O)N3CCNC(=O)C3CC(=O)OC)c(C)c2c1 (configuration not stated)
  i, ?, -5%, 10%, 4.2%, -1.4, 1%, -2%, -2%
- CC(OC(=O)C1CCCO1)C(=O)NC1CCCC1 (configuration not stated)
  i, i, -27%, -36%, -0.1%, 0.0, 8%, 0%, 0%
- COc1cccc(NC(=O)c2cnn(-c3ccccc3)c2-n2cccc2)c1
  ., ., -18%, ?, 5.3%, ., ., 13%, .
- COc1ccc(Br)c(/C=N/NC(=O)COc2ccc(-c3ccccc3)cc2)c1
  i, i, -10%, 2%, -0.8%, 0.0, ?, -7%, .
- C=CCSc1ccccc1C(=O)Nc1ncn[nH]1
  i, i, -12%, -16%, ?, -0.9, 0%, 10%, -4%
- O=C(CC1OC(=O)c2ccccc21)Nc1cc(Cl)ccc1N1CCCC1 (configuration not stated)
  i, i, -4%, 1%, 5.0%, 1.2, 1%, 2%, -1%
- COc1cc2ccnc(C=NO)c2cc1OC
  i, i, -35%, -2%, -0.8%, -2.8, ., ., .
- CCCCc1ccc(N=N/C(C(=O)Nc2ccccc2OC)=C(/C)O)cc1
  i, i, -15%, -7%, 2.9%, -0.9, -7%, 7%, -1%
- COc1ccc(-c2ccc(CN3C(C)C(=O)N(Cc4cn(CC5CCCCC5)nn4)CCS3(=O)=O)cc2)cc1 (configuration not stated)
  i, ?, -16%, -4%, 0.7%, -0.1, ., ., .
- O=C(NC1CCCc2ccccc21)C1CCN(S(=O)(=O)c2ccccc2F)CC1 (configuration not stated)
  i, i, -12%, 0%, 0.1%, -4.6, 4%, 10%, 2%

Later entries:
The line under a structure holds: pAkt inh, ATXN viability, HepG2 tox, TGFb SMAD3 inh, Nrf2 activator, CCT chaperon mod, Nrf2 block, A549 viability, MmCpn inh
- COCCn1c(N)c(NCc2ccccc2)c(=O)[nH]c1=O
  i, i, 8%, 8%, -0.5%, 2.3, 7%, 2%, 1%
- COc1ccc(CC(=O)N/N=C/C=C/c2ccc3c(c2)OCO3)cc1OC
  i, i, 76%, 0%, -0.8%, 1.3, -21%, 12%, -3%
- CC(C)C(=O)Nc1cccc(NC(=S)NC(=O)c2ccc(Cl)cc2)c1
  i, i, -16%, -14%, 4.0%, -28, ?, ?, 0%
- COc1cccc(CNc2nc(NC(C)C)nc3ccsc23)c1OC
  i, ?, -47%, ?, -0.3%, -0.3, ., ., .
- O=c1[nH]nc(Cc2ccc3ccccc3n2)c2ccccc12
  i, i, -35%, -11%, 4.1%, -0.7, -21%, 3%, -9%
- CCN(CC)CCn1c(N)c(S(=O)(=O)c2ccccc2)c2nc3ccccc3nc21
  i, i, -18%, -25%, -1.1%, -1.5, -2%, 5%, 1%
- OC(CNCCc1ccc(Cl)cc1)COc1ccc2ccccc2c1 (configuration not stated)
  i, i, -102%, ?, -0.4%, -5.7, ?, -21%, 4%
- CCC1(C)Cc2c(sc3nnn(Cc4ccccc4Cl)c(=O)c23)CO1 (configuration not stated)
  i, i, -25%, 0%, -0.6%, -0.8, 15µM*, -14%, 1%
- Cn1nc(C(=O)NCC(=O)Nc2ccc(F)c(F)c2F)c2ccccc2c1=O
  i, ?, 14%, 0%, -0.9%, 2.7, -36%, 0%, 0%
- COC(=O)CNC(=O)C(C)(C)Oc1ccc(Cl)cc1
  i, i, -5%, -1%, 0.4%, 1.1, 6%, -7%, 2%
- COc1ccc(C2N(C(=O)N3CCOCC3)CCN2S(=O)(=O)c2ccc(C)cc2)cc1 (configuration not stated)
  i, i, 3%, 4%, -0.4%, -0.1, 8%, -2%, 1%
- O=C(NCc1ccc2c(c1)OCO2)C1CC(=O)N(CCc2ccc(Cl)cc2)C1 (configuration not stated)
  i, i, 5%, 15%, 3.4%, -6.7, 3%, 0%, -5%
- O=C(CSc1nnnn1-c1ccccc1)NCc1cccs1
  ., i, -6%, 15%, -0.2%, 0.4, ., 15%, 1%
- O=C(Cc1csc(NC(=O)c2ccc(F)cc2)n1)NO
  i, ?, 1%, -9%, 10%, -1.4, 0%, 5%, 2%
- COC(=O)c1cc2c(ccn2-c2ccc(F)cc2)n1CC(=O)N1CCN(C(=O)c2ccco2)CC1
  i, i, 4%, 2%, 0.0%, 1.1, 9%, 4%, 1%
- CC(=O)N1CCN(c2ccc(NC(=O)/C=C/c3ccccc3)cc2)CC1
  i, i, 18%, 24%, 4.3%, -2.8, -11%, -4%, ?
- O=C(CC(c1ccccc1)c1ccco1)Nc1nccs1 (configuration not stated)
  i, ?, -3%, -27%, 0.4%, 1.8, 3%, 4%, -22%
- COc1ccc(C(=O)Nc2cc(-c3cccc(C)c3)nn2-c2ccccc2)cc1
  ., ?, -13%, -6%, 0.8%, ., ., 3%, .
- CC(C)[C@H]1COCCS(=O)(=O)N1Cc1ccc(Cl)cc1
  i, i, -4%&-4%, -1%&-12%, 0.2%, 0.1, ?, 13%, 0%
- CC(C)Nc1ncnc2c1ncn2[C@H]1CN(Cc2ccncc2)C[C@@H](CO)O1
  i, i, 9%, 0%, -0.1%, 0.7, ., ., .
- COc1ccc(CC(N)c2csc(NC(=O)Cc3ccccc3)n2)cc1 (configuration not stated)
  i, ?, -58%, ?, 7.3%, 0.7, ., ., .
- COCCCn1c(=S)[nH]c2ncccc2c1=O
  -122%*, i, -2%, -3%, 0.5%, -1.4, -18%, 1%, 0%

Looked up above.
Entry for `COCCn1c(N)c(NCc2ccccc2)c(=O)[nH]c1=O` in Nrf2 activator: -0.5%
Entry for `OC(CNCCc1ccc(Cl)cc1)COc1ccc2ccccc2c1` (configuration not stated) in HepG2 tox: -102%
Entry for `CC(=O)N1CCN(c2ccc(NC(=O)/C=C/c3ccccc3)cc2)CC1` in Nrf2 block: -11%
